Bioassay records (PubChem BioAssay)
NSD2 inh: NSD2 histone methyltransferase inhibitors, primary screen, biochemical, AlphaScreen, single concentration, set 2. Histone-lysine N-methyltransferase NSD2 (Homo sapiens), O96028. NSD2 peptide methylation, 120 min. inhibition, % at 12.5 µM. 310,000 compounds, 0.54% hits. AID 743445, 2014; in the data active means inhibition above about 50%
Cardiac RTF inh: cardiac RTF calcium sensitivity inhibitors, primary screen, biochemical, IANBD-TnC fluorescence, EC70 calcium; 340,000 compounds, 0.12% hits; inhibition, % at 7.15 µM; IANBD-labeled cardiac RTF, Ca2+ fluorescence; AID 493244, 2011; Troponin I, cardiac muscle (Homo sapiens) + Troponin T, cardiac muscle (Homo sapiens) + …;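 active means inhibition above the mean inhibition of all tested compounds plus 3 SD, cut at about 17% in these data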;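 further: assay run at fixed EC70 calcium of 1.6 mM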
Arr AP2 block: inhibitors of beta-arrestin/AP2 binding, primary screen, biochemical, GPCR trafficking, flow cytometry; FITC-arrestin peptide / GST-AP2 beads; AP2 beta2 appendage carries R879A mutation; inhibition, % at 10 µM; 340,000 compounds, 0.31% hits;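 active means inhibition above a set limit, near 3 SD of compounds lacking own fluorescence, cut at about 54% in these data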;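 further: plate controls were DMSO wells for no effect and 5 µM unlabelled arrestin peptide for full effect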
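System: GST-AP2 R879A glutathione beads | Also added: FITC-arrestin peptide, 50 nM | Times: 12 min plus 1 h, RT | Signal: Bead flow cytometry, FITC channel | Buffer or medium: PBS with 0.05% Tween 20 and 0.1% BSA | Read-out basis: Percent drop in bead-associated FITC signal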
V-ATPase pH: regulators of yeast V-ATPase proton pumping, primary screen, pHLuorin cytosolic pH fluorescence; S. cerevisiae; 350,000 compounds, 0.37% hits; response, % at 10 µM; in the data active means response mostly above about 7.3%, no sharp cut-off; inactive means mostly below about 5.4%; further: actives read high; inactives centre near 0; some compounds called inactive have numbers as strong as hits
CAL PDZ FP-1: untagged CAL PDZ binding inhibitors, primary screen, biochemical, fluorescence polarization, HTS; Golgi-associated PDZ and coiled-coil motif-containing protein (Homo sapiens), Q9HD26; purified CAL PDZ, TMR-peptide fluorescence polarization, 1 h; inhibition, % at 24.9 µM; 300,000 compounds, 0.92% hits; AID 602252, 2012;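 active means mean inhibition of at least 30% with at least half of replicates also reaching 30%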;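 further: 0% = DMSO neutral control and 100% = excess unlabeled competitor peptide PRC23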
DAGLB inh: DAGLB lipase inhibitors, primary screen, biochemical, fluorescence, HTS; inhibition, % at 5.17 µM; Diacylglycerol lipase-beta (Homo sapiens), Q8NCG7; 340,000 compounds, 0.059% hits; HEK293T DAGLB membrane lysate, EnzChek fluorogenic substrate; AID 504411, 2011; in the data active means inhibition above about 34%;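 further: 0% = enzyme with vehicle and 100% = wells lacking enzyme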
LANA DNA inh: inhibitors of KSHV C-LANA binding to DNA, primary screen, biochemical, fluorescence polarization, FAM-LBS DNA, MBP-C-LANA, single point. inhibition, % at 9 µM. Kaposi's sarcoma herpesvirus LANA C-terminal domain (residues 932-1162) DNA binding. 340,000 compounds, 0.078% hits;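 active means highest replicate inhibition at or above 60% at 9 µM, even if other replicates fall short; inactive means all replicates below 60% inhibition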;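 further: 0% = neutral control wells and 100% = 4 µM acridine orange control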
CAL PDZ FP-2: CAL PDZ peptide-binding inhibitors, primary screen, biochemical, fluorescence polarization, Cer-tagged CAL PDZ, HTS; Golgi-associated PDZ and coiled-coil motif-containing protein (Homo sapiens), Q9HD26; purified CAL PDZ, TMR-peptide fluorescence polarization, 1 h; inhibition, % at 20 µM; 330,000 compounds, 0.02% hits; AID 504414, 2011;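 active means highest replicate inhibition of at least 40%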;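 further: plate controls were DMSO neutral control wells for no effect and unlabeled competitor peptide control wells for full effect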
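Read-out basis: mP drop reported as inhibition | Assay system: Tagged CAL PDZ protein CerCALP, purified | Benchmarks: Unlabelled peptide for full inhibition, DMSO wells as neutral | Schedule: 1 h incubation at room temperature before polarization reading | Buffer or medium: Sodium phosphate/NaCl buffer pH 7.4 with TCEP, IgG, Thesit | Doses: Single point, 20 µM | Measured by: Fluorescence polarization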
DSG3 Ab inh: inhibitors of pemphigus antibody binding to DSG3, primary screen, biochemical, bead-based, flow cytometry, scFv-GFP; 310,000 compounds, 0.48% hits; DSG3-coupled beads, scFv-anti-DSG3-GFP binding; hits give low values; AID 588358, 2011; Desmoglein-3 (Homo sapiens), P32926; binding (percent of control), % at 10 µM;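 active means binding more than 3 SD below its plate's average and above zero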;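 further: hits lower antibody fragment binding to DSG3; some compounds called inactive have numbers as strong as hits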
Target sequence (P32926 whole entry, looked up, the tested form may be a part): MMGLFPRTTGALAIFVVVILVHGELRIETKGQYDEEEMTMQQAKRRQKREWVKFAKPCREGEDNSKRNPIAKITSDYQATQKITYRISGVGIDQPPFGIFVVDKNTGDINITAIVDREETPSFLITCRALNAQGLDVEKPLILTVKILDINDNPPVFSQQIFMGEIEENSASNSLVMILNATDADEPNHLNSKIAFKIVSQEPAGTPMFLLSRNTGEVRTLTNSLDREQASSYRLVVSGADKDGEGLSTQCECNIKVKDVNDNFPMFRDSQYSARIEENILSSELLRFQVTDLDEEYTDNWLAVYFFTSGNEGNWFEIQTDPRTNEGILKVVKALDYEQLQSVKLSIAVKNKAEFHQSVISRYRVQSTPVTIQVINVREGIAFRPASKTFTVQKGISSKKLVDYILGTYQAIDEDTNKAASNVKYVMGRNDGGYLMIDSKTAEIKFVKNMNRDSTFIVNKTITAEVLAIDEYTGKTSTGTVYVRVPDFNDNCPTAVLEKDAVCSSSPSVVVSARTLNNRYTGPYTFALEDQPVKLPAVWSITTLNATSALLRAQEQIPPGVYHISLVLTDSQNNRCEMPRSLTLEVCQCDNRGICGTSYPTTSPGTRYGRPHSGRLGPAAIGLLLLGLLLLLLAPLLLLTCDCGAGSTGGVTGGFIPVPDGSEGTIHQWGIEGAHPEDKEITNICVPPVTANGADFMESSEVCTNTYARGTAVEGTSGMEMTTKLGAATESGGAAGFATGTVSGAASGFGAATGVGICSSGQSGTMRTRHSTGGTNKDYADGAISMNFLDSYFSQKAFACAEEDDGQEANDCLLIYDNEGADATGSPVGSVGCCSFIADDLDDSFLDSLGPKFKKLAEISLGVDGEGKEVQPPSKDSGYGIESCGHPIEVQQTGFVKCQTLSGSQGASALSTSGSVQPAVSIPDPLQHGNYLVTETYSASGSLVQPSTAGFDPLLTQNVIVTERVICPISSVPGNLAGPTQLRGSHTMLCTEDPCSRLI
Keap1 Nrf2 FP: Keap1-Nrf2 protein-protein interaction inhibitors, primary screen, biochemical, fluorescence polarization, single point | Kelch-like ECH-associated protein 1 (Homo sapiens), Q14145 | Keap1 Kelch-Nrf2 peptide fluorescence polarization, 1536-well | inhibition, % at 9.4 µM | 340,000 compounds, 0.15% hits; in the data active means inhibition above about 12%;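 further: human Keap1 Kelch domain with fluorescein labeled Nrf2 9mer peptide probe; 0% = neutral control wells and 100% = peptide positive control; higher means more block of Keap1 binding to Nrf2 peptide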
The depositor's hits bear a star; · = not tested or not shown. An excerpt; count on the stated rates, not on these rows.

SMILES	NSD2 inh	Cardiac RTF inh	Arr AP2 block	V-ATPase pH	CAL PDZ FP-1	DAGLB inh	LANA DNA inh	CAL PDZ FP-2	DSG3 Ab inh	Keap1 Nrf2 FP
COc1ccc(C)cc1NC(=O)CSc1nnc(-c2ccccn2)n1Cc1ccco1	2	-7	-4	2	-4	-2	-0.4	-1.2	102	-1
Nc1nc(NCC2CCCO2)nc(Nc2ccccc2F)c1[N+](=O)[O-] (configuration not stated)	-4	-2	35	4	·	-3	-1.4	-2.7	109	-4
COc1ccc(-n2nc(C(=O)O)c3ccccc3c2=O)cc1	28	1	27	-3	·	-2	0.6	0.3	94	1
O=C(CCNS(=O)(=O)c1ccccc1)OCc1ccc([N+](=O)[O-])cc1	0	·	·	1	·	2	·	·	97	·
Cn1cccc1/C=C1\SC(=O)N(CC(=O)Nc2ccc(F)cc2)C1=O	-11	-3	-18	-3	-6	0	0.2	0.0	96	-2
C=CC[C@H](CC(=O)N(CCO)Cc1ccccc1)C(=O)N[C@H](COC(=O)[C@@H](CC=C)Cc1ccc(F)cc1)Cc1ccccc1	·	8	1	-4	-2	-12	1.9	-0.2	105	-1
COc1ccccc1/C=N/NC(=O)CNC(=O)c1ccc(S(=O)(=O)N2CCCC2)cc1	-7	8	-3	-3	-3	1	-0.8	-1.1	104	5
CC(C)(C)c1ccc(OCC(=O)Nc2cccc(S(=O)(=O)NC3=NCCCCC3)c2)cc1	0	-4	14	-3	-1	-1	-1.4	-0.7	102	1
CCn1nnc(NC(=O)c2cc3ccccc3o2)n1	1	-13	-2	0	·	2	2.4	-2.4	104	-8
COc1ccc(Nc2nc(NCCO)nc(OC)n2)cc1	4	0	5	0	0	-5	2.5	-0.8	103	-2
CCOc1cc(/C=C/c2nc3ccccc3s2)ccc1OCC(=O)N1CCOCC1	-8	-10	6	0	-6	-1	-0.1	-3.5	100	-4
C(=N\N=C\c1ccccc1)/c1ccccc1	1	0	5	2	-1	-5	1.6	-1.7	96	-3
CCOc1ccc(NC(=O)C2CCCN2C(=O)NC2CCCCC2)cc1 (configuration not stated)	0	-9	-9	3	-3	1	0.8	-2.9	·	-1
CCOC(=O)C1=C(COC(=O)CCS(=O)(=O)c2ccc(C)cc2)NC(=O)NC1C (configuration not stated)	-1	-15	13	-2	-1	0	2.0	-3.4	95	4
CCn1nc(C)c(/C=N/NC(=O)Cn2nc(C)cc2C)c1C	-3	2	35	-3	0	-3	-0.3	-0.2	99	-5
NCCCC[C@@H]1NC(=O)c2cc([N+](=O)[O-])cc(I)c2SC[C@@H](C(=O)NCC(N)=O)NC(=O)CNC1=O	·	8	-3	-2	0	-4	-0.1	-0.9	104	-4
Cc1ccc(C)c(-c2csc(-c3cccnc3)n2)c1	-6	-10	4	0	5	-6	0.5	-0.3	101	-5
Cc1cccc(N2CC(C(=O)Nc3nnc(SCCN4CCOCC4)s3)CC2=O)c1 (configuration not stated)	5	1	-5	-1	-6	4	0.5	·	101	-4
CCCCc1n[nH]c(=S)n1Cc1ccccc1	4	-1	0	-2	·	-1	-1.5	-0.2	97	0
COCCN(C(=O)c1sc2ccccc2c1Cl)c1c(N)n(CC(C)C)c(=O)[nH]c1=O	0	-11	5	-9	-4	-1	1.4	0.4	102	-2

For convenience, 10 of the compounds above.
SMILES	NSD2 inh	Cardiac RTF inh	Arr AP2 block	V-ATPase pH	CAL PDZ FP-1	DAGLB inh	LANA DNA inh	CAL PDZ FP-2	DSG3 Ab inh	Keap1 Nrf2 FP
CCOc1cc(/C=C/c2nc3ccccc3s2)ccc1OCC(=O)N1CCOCC1	-8	-10	6	0	-6	-1	-0.1	-3.5	100	-4
C(=N\N=C\c1ccccc1)/c1ccccc1	1	0	5	2	-1	-5	1.6	-1.7	96	-3
CCOc1ccc(NC(=O)C2CCCN2C(=O)NC2CCCCC2)cc1 (configuration not stated)	0	-9	-9	3	-3	1	0.8	-2.9	·	-1
CCOC(=O)C1=C(COC(=O)CCS(=O)(=O)c2ccc(C)cc2)NC(=O)NC1C (configuration not stated)	-1	-15	13	-2	-1	0	2.0	-3.4	95	4
CCn1nc(C)c(/C=N/NC(=O)Cn2nc(C)cc2C)c1C	-3	2	35	-3	0	-3	-0.3	-0.2	99	-5
NCCCC[C@@H]1NC(=O)c2cc([N+](=O)[O-])cc(I)c2SC[C@@H](C(=O)NCC(N)=O)NC(=O)CNC1=O	·	8	-3	-2	0	-4	-0.1	-0.9	104	-4
Cc1ccc(C)c(-c2csc(-c3cccnc3)n2)c1	-6	-10	4	0	5	-6	0.5	-0.3	101	-5
Cc1cccc(N2CC(C(=O)Nc3nnc(SCCN4CCOCC4)s3)CC2=O)c1 (configuration not stated)	5	1	-5	-1	-6	4	0.5	·	101	-4
CCCCc1n[nH]c(=S)n1Cc1ccccc1	4	-1	0	-2	·	-1	-1.5	-0.2	97	0
COCCN(C(=O)c1sc2ccccc2c1Cl)c1c(N)n(CC(C)C)c(=O)[nH]c1=O	0	-11	5	-9	-4	-1	1.4	0.4	102	-2

(list continues)
SMILES	NSD2 inh	Cardiac RTF inh	Arr AP2 block	V-ATPase pH	CAL PDZ FP-1	DAGLB inh	LANA DNA inh	CAL PDZ FP-2	DSG3 Ab inh	Keap1 Nrf2 FP
COc1ccc(-c2nc(-c3ccc(C(=O)O)cc3)no2)cc1	·	-14	12	-2	-10	2	1.7	-0.9	99	-1
O=S(=O)(c1c(F)cccc1F)C1CCN(S(=O)(=O)c2ccc3c(c2)OCCO3)CC1	·	-1	-9	5	-5	-2	-1.1	-0.7	103	-6
Cc1nc2ccccc2n1CCOc1ccc([N+](=O)[O-])cc1	-2	1	-2	-1	2	0	-1.5	-1.2	101	0
CCn1c(=O)n(CC)c2cc(S(=O)(=O)N3CCc4ccccc43)ccc21	-4	-10	-1	3	2	-4	2.1	-3.1	82	-2
Cc1ccc(C(=O)Nc2ccc(C(=O)N/N=C/c3cccnc3)cc2)cc1	·	9	13	-2	2	1	0.8	-0.8	·	-3
O=C(NCCOc1ccc(Cl)cc1)C(=O)NCC1CCCO1 (configuration not stated)	0	-7	4	0	-1	-2	-1.1	0.5	97	0
COc1cc(/C=C2\SC(=S)N(CC(=O)NC3=NCCS3)C2=O)cc(OC)c1OC	4	-6	9	7	-2	1	-2.9	-1.5	94	-2
CCc1cccc(NC(=O)C2CCCN2S(=O)(=O)c2ccc3c(c2)n(C)c(=O)c(=O)n3C)c1 (configuration not stated)	1	-2	-13	0	-4	3	2.4	-0.9	99	-4
N#Cc1ccc(N2Cc3ccccc3C2=NC(=O)c2cccs2)cc1	-2	5	0	-1	1	1	0.3	-0.8	123	0
C#CCOCCOCCOCCNc1nc(N2CCN(C(=O)[C@H](CCC(=O)O)n3cc([C@@H](N)CCCCN)nn3)CC2)nc(N2CCN(C(=O)[C@H](CCC(=O)O)n3cc([C@@H](N)CCCCN)nn3)CC2)n1	·	-11	2	3	0	1	-0.8	0.6	97	-5
CC(C)CN=C(NS(=O)(=O)c1ccccc1)C(Cl)(Cl)Cl	-1	7	0	-3	-3	-2	0.4	0.2	·	3
COc1ccc(/C=C2\C(=O)N(c3c(Cl)cc(Cl)cc3Cl)N=C2NC(=O)c2cccc([N+](=O)[O-])c2)cc1	·	-17	-1	-6	-2	17	0.2	-3.3	79	-9
CCNC(=O)c1ccc(C2SCC(=O)N2Cc2ccco2)cc1 (configuration not stated)	-3	-11	4	2	3	1	3.5	-1.7	92	-6
COc1cc(/C=N/n2nnnc2N)ccc1OC(C)=O	2	-1	11	-2	-3	-2	3.7	·	93	-4
CSc1nnc(C(C)(C)C)c(=O)n1/N=C/c1ccccc1	-2	-6	-9	5	-1	-3	0.2	0.8	120	-3
COc1ccc(-c2[nH]nc3c2C2(C(=O)N(CC(=O)O)c4ccccc42)C(C#N)=C(N)O3)cc1OC (configuration not stated)	1	0	3	2	-10	4	1.8	0.1	106	-7
CCOC(=O)c1c(C)[nH]c(O)c1C=Nc1ccc(C(F)(F)F)cc1	-3	-16	-9	0	1	-3	2.1	-0.5	106	-26
COc1ccc(/C=C/C(=O)Nc2cc(F)ccc2C)cc1S(=O)(=O)N1CCOCC1	-3	-5	4	4	-1	-1	1.0	-1.8	116	0
COc1ccccc1N1C(=NC(=O)CCC2CCCC2)SC2CS(=O)(=O)CC21 (configuration not stated)	-3	-1	7	-4	7	1	-1.1	-0.9	105	-4
CCOC(=O)C1=C(COC(=O)c2ccc(OC)c(OC)c2OC)NC(=O)NC1C (configuration not stated)	0	-3	-2	5	0	-1	0.4	-2.7	94	1
COc1ccc(Nc2c(-c3ccc(C)cc3)nc3cnccn23)cc1	1	7	24	3	-8	1	-3.1	-1.7	95	3
COc1ccc(NC(=O)c2ccc(Cl)nc2)cc1S(=O)(=O)N1CCCCC1	-1	-1	6	4	-2	-1	-0.6	-2.3	86	-8
CC1CC(C)CN(S(=O)(=O)c2ccc3c(c2)C(C)(C)C(=O)N3C)C1 (configuration not stated)	0	-3	15	3	-1	-4	-0.7	0.2	104	-2
C=CCSc1nnc(-c2sc(-c3ccccc3)nc2C)n1C	1	-9	-5	1	-2	0	0.6	-2.5	·	2
COc1ccc(N(C(=O)CNC(=O)c2ccco2)C(C(=O)NC2CCCC2)c2ccc(C)o2)cc1 (configuration not stated)	-4	-8	-4	-2	-4	0	1.0	-2.9	·	-3
Cc1cc(Cl)cc(C)c1OCCOCCNCc1ccccc1	0	-9	-10	-1	-8	-3	7.6	-0.2	116	5
COc1ccc(CN2CCNC(=O)C2CC(=O)N(C)Cc2nccs2)c(OC)c1 (configuration not stated)	-2	-3	13	-6	-2	0	-1.1	-0.4	·	-1
